TEAD-YAP block = TEAD-YAP interaction inhibition, primary screen, TEAD-YAP interaction inhibitor project, luminescence, HEK-TIYL cells | TEAD-Gal4/YAP UAS-luciferase luminescence | inhibition, % at 9.12 µM | actives 1.4% (n = 640,000) | AID 1259422, 2018; in the data active = inhibition above about 32%;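 also: 0% = median of test compound wells and 100% = reference inhibitor wells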
GPR151 activ = activators of human GPR151, primary screen, cell-based, PathHunter beta-arrestin, luminescence. G-protein coupled receptor 151 (Homo sapiens), Q8TDV0. PathHunter beta-arrestin GPR151 cells. activation, % at 11.2 µM. actives 1% (n = 650,000); in the data active = activation above about 4.9%;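 also: 0% = median of compound wells and 100% = cells with positive control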
Target sequence (Q8TDV0 whole entry, looked up): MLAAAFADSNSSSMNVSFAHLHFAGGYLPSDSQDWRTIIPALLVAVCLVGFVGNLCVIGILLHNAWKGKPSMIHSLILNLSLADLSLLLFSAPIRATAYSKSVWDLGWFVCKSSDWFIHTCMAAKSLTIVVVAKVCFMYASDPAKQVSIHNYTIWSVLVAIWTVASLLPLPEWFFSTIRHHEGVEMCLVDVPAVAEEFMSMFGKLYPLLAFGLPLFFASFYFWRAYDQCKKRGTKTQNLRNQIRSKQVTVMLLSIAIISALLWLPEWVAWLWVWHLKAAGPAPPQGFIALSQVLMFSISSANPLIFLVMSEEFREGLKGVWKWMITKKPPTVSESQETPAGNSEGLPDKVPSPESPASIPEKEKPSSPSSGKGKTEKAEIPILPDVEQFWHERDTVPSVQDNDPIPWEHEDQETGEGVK
FBW7 activator = FBW7 E3 ligase activators, primary screen, biochemical, AlphaScreen, human; F-box/WD repeat-containing protein 7 (Homo sapiens), Q969H0; AlphaScreen FBW7–phospho-cyclin E peptide binding, activator screen; normalized activity (activation), % at 26.1 µM; actives 0.13% (n = 650,000); in the data active = normalized activity above about 1.9%;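 also: purified mutant Fbw7 with reduced substrate affinity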
MITF primary = MITF inhibitors, primary screen, biochemical, AlphaScreen, human; AlphaScreen MITF homodimerization, bead proximity signal; inhibition, % at 2.6 µM; actives 0.91% (n = 650,000); in the data active = inhibition above about 50%;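 also: 0% = vehicle wells with protein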
Target sequence (O75030 whole entry, looked up): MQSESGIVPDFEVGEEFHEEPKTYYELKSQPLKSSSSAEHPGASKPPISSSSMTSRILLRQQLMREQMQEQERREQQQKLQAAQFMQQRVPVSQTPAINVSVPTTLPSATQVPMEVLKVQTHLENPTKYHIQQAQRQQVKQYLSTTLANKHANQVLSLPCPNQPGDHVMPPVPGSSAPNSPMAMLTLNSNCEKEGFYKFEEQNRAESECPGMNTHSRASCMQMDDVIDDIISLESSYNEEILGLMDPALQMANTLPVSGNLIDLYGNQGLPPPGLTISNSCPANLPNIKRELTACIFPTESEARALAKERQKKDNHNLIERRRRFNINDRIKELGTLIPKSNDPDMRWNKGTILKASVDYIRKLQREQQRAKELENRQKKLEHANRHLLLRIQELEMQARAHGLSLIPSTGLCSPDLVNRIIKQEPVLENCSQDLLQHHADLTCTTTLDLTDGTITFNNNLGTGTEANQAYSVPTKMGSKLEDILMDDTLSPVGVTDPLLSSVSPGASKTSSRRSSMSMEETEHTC
Active calls of the source: *; & = joins results of further samples. The order is random; any-hit rate near 3.5%.

SMILES	TEAD-YAP block	GPR151 activ	FBW7 activator	MITF primary
CC1(C)CC(=O)c2cc(C(=O)NNc3ccccc3)c(=O)n(-c3ccccc3)c2C1	9	-0.3	0.2	24
O=C(c1ccccc1[N+](=O)[O-])n1cnc2ccccc21	4	0.6	0.2	56*
Fc1ccccc1COc1ccc(-c2nnn(Cc3ccccn3)n2)cc1	-3	1.4	0.1	-7
CCC(C)OC(=O)C1=C(C)NC2=C(C(=O)C(C(=O)OC)C(C)C2)C1c1ccccc1OC (configuration not stated)	0	0.6	0.4	-9
C=CCOc1ccccc1CN1CCN(C2CCN(C(C)C)CC2)C(CCO)C1 (configuration not stated)	5	-0.3	0.1	2
Cc1cccc(NC(=O)CCCC(=O)O)c1C	-5	-0.3	-0.1	-13
CCC(C)NC(=O)c1onc(C)c1Cl (configuration not stated)	-6	0.7	-0.1	6
O=C(Nc1ccccc1)OC1CS(=O)(=O)CC1N1CCOCC1 (configuration not stated)	6	-0.3	0.0	3
COC(=O)c1ccc(N2C(=O)CC(N3CCN(Cc4ccc(Cl)cc4)CC3)C2=O)cc1 (configuration not stated)	-8	0.4	0.4	1
COCCCNc1ncnc2c1c(-c1ccccc1)cn2-c1cccc(Cl)c1	-11	0.5	-0.1	5
COc1cc(/C=C\C(=O)Nc2c3c(nn2-c2ccc(F)cc2)CSC3)cc(OC)c1OC	-11	0.7	-0.2	-10
CO/N=C(\C(=O)O)C1=CN2C=CSC2N1 (configuration not stated)	-7	2.3	0.5	14
COc1ccc(OCc2nnc(SCC(=O)c3ccc(OC)cc3)n2N)cc1	15	0.6	0.2	20
CC(C)c1ccc(/C=C2\Oc3c(ccc(O)c3CN3CCN(CCO)CC3)C2=O)cc1	-12	4.6	0.1	-2
O=C(Nc1c2c(nn1-c1cccc(Cl)c1)CSC2)c1ccccc1I	-1	1.3	-0.1	-3
O=C(NC(=S)Nc1cccc(O)c1)C1CCCCC1	-24	0.8	0.1	19
CN(C)Cc1c(O)ccc2c1c(-c1ccccc1)nn2-c1ccccc1	2	0.3	0.0	0
Cn1c(=O)c2sccc2n2c(CCCC(=O)Nc3cccc(F)c3)nnc12	1	-0.4	-0.2	2
CCC(=O)Nc1ccc(NC(=O)C(=O)/C=C(\O)c2ccc(C)cc2)cc1	-11	1.4	0.0	3
CCOC(=O)C1C(=O)CC(C)(O)C(C(=O)OCC)C1c1cccc([N+](=O)[O-])c1 (configuration not stated)	2	-0.2	-0.1	-6
Cc1ccc2c(c1)c(=O)c1ccccc1n2CCCC(=O)Nc1ccc([N+](=O)[O-])cc1	4	0.9	0.8	-3
O=C(NCCc1ccc(Cl)cc1)C(=O)NCc1ccccc1	5	7.4*	0.4	9
CCCCCC(=O)N/N=C(\C)c1ccc(OC)cc1	-5	-0.3	0.2	6
O=C(COc1ccc(C2CCCCC2)cc1)Nc1ccc(Oc2ccc(Cl)cc2)cc1	-20	-0.7	-0.2	-5
Cc1nnnn1-c1ccc(C(=O)O)cc1	-2	0.2	-0.4	9

Shown bar-delimited: part of the list above.
mol | TEAD-YAP block | GPR151 activ | FBW7 activator | MITF primary
Fc1ccccc1COc1ccc(-c2nnn(Cc3ccccn3)n2)cc1 | -3 | 1.4 | 0.1 | -7
CCC(C)OC(=O)C1=C(C)NC2=C(C(=O)C(C(=O)OC)C(C)C2)C1c1ccccc1OC (configuration not stated) | 0 | 0.6 | 0.4 | -9
C=CCOc1ccccc1CN1CCN(C2CCN(C(C)C)CC2)C(CCO)C1 (configuration not stated) | 5 | -0.3 | 0.1 | 2
Cc1cccc(NC(=O)CCCC(=O)O)c1C | -5 | -0.3 | -0.1 | -13
CCC(C)NC(=O)c1onc(C)c1Cl (configuration not stated) | -6 | 0.7 | -0.1 | 6
O=C(Nc1ccccc1)OC1CS(=O)(=O)CC1N1CCOCC1 (configuration not stated) | 6 | -0.3 | 0.0 | 3
COC(=O)c1ccc(N2C(=O)CC(N3CCN(Cc4ccc(Cl)cc4)CC3)C2=O)cc1 (configuration not stated) | -8 | 0.4 | 0.4 | 1
COCCCNc1ncnc2c1c(-c1ccccc1)cn2-c1cccc(Cl)c1 | -11 | 0.5 | -0.1 | 5
COc1cc(/C=C\C(=O)Nc2c3c(nn2-c2ccc(F)cc2)CSC3)cc(OC)c1OC | -11 | 0.7 | -0.2 | -10
CO/N=C(\C(=O)O)C1=CN2C=CSC2N1 (configuration not stated) | -7 | 2.3 | 0.5 | 14
COc1ccc(OCc2nnc(SCC(=O)c3ccc(OC)cc3)n2N)cc1 | 15 | 0.6 | 0.2 | 20
CC(C)c1ccc(/C=C2\Oc3c(ccc(O)c3CN3CCN(CCO)CC3)C2=O)cc1 | -12 | 4.6 | 0.1 | -2
O=C(Nc1c2c(nn1-c1cccc(Cl)c1)CSC2)c1ccccc1I | -1 | 1.3 | -0.1 | -3
O=C(NC(=S)Nc1cccc(O)c1)C1CCCCC1 | -24 | 0.8 | 0.1 | 19
CN(C)Cc1c(O)ccc2c1c(-c1ccccc1)nn2-c1ccccc1 | 2 | 0.3 | 0.0 | 0
Cn1c(=O)c2sccc2n2c(CCCC(=O)Nc3cccc(F)c3)nnc12 | 1 | -0.4 | -0.2 | 2

New compounds follow
SMILES	TEAD-YAP block	GPR151 activ	FBW7 activator	MITF primary
CCOC(=O)C1=CN(c2ccc(F)cc2)C=C(C(=O)OCC)C1c1ccc(C)s1	1	0.8	0.1	-4
O=C(NCCc1ccccc1)[C@H]1C=CCN1S(=O)(=O)c1ccccc1F	4	2.2	0.1	-25
C/C(CC(C)(C)c1ccccc1)=N\NC(N)=O	3	-0.7	0.2	13
CC(C)(C)Cc1nnc(NC(=O)C(C)(C)C)s1	3	-0.1	-0.2	4
CCN1CCN(CCCNC(=O)c2cc3cc4cc(OC)ccc4nc3o2)CC1	17	-0.2	0.1	8
Cc1ccc(C(=O)O)cc1NC(=O)c1ccc2c(c1)C(=O)N(C)C2=O	-4	0.0	-0.1	-10
COc1ccc(-c2csc(=Nc3cccc(C(F)(F)F)c3)n2CCO)cc1Br	3	0.0	0.0	2
O=C(NC1CC1)c1ccc2nc(Br)sc2c1	1	0.7	0.1	11
O=C(NCC1CCCN(Cc2cccc(O)c2)C1)c1cccs1 (configuration not stated)	1	-1.7	0.9	3
COc1ccc(C(=O)c2ccccc2O)c(O)c1	-1	0.8&-2.1	0.0&0.0	24&14
COCCOC(=O)C1=C(C)NC(=O)NC1c1cn(-c2ccccc2)nc1-c1ccc(Br)cc1 (configuration not stated)	-9	0.5	-0.1	-9
COC(=O)CSc1nnc(-c2ccoc2C)n1-c1ccc(F)cc1	-5	0.0	0.0	-8
CCOc1ccccc1N=Cc1c(O)[nH]c2ccccc12	-7	0.9	-0.1	9
CC(C)(C)n1nc2c(c1NC(=O)c1ccc(S(=O)(=O)N3CCCCC3)cc1)CS(=O)(=O)C2	1	-1.1	0.1	5
CCC(=O)N1c2ccccc2NC2=C(C(=O)CC(c3ccc(Cl)cc3)C2)C1c1ccc(N(C)C)cc1 (configuration not stated)	17	0.0	-0.1	-4
Brc1ccc2nc(N3CCNCC3)nc(-c3ccccc3)c2c1	-10	-0.3	0.0	-20
CCOC(=O)C1CCCN(S(=O)(=O)c2ccc(C)s2)C1 (configuration not stated)	15	2.1	0.2	14
COc1cccc(-c2noc(C3CC(=O)N(c4ccc(C)c(C)c4)C3)n2)c1OC (configuration not stated)	2	0.6	0.3	2
C=CCNc1ncnc2c1c(-c1ccccc1)cn2-c1cccc(Cl)c1	-8	1.0	0.6	4
CCn1ccnc1CN1CCN(Cc2cccc(C)n2)C(CCO)C1 (configuration not stated)	11	-1.0	-0.2	10
Cc1cc(-c2csc(Nc3ccc4ccccc4c3)n2)ccc1F	-14	0.6	-0.1	-5
Cc1cccc(NC(=O)CN2CCN(C)CC2)c1	-2	-0.5	-0.1	6
Cc1ccc2c(c1)N(C(=O)N1CCC(C(=O)NC3CCCCCC3)CC1)CCO2	-3	-2.5	0.4	-12
CC(=O)Nc1sc2c(c1C(c1ccccn1)N1CCN(CCO)CC1)CCCC2 (configuration not stated)	-1	-0.6	0.0	-4
COc1ccc(CCNC(=O)/C=C/c2cc(OC)ccc2OC)cc1	-9	1.3	0.0	-11
Other records follow.
SMILES	TEAD-YAP block	GPR151 activ	FBW7 activator	MITF primary
O=C(Nc1ccccc1F)C(=O)NC1CCCC1	-41	-3.4	0.5	17
CCC(C)NC(=O)c1nn(-c2ccccc2OC)c(=O)c2ccccc12 (configuration not stated)	2	0.8	-0.1	-4
O=C(NCCO)c1cccc(-n2ncc3cc(Nc4ccccc4Cl)ccc32)c1	1	0.3	-0.1	7
COCCCN1C(=O)/C(=C/c2ccc(C)cc2)SC1=S	6	0.1	1.0	10
Cc1nc2ccc(C(=O)NN)cc2n1C	-34	1.4	-0.1	3
N/C(=N\OC(=O)c1ccc2ccccc2c1)c1cccc([N+](=O)[O-])c1	0	-0.1	0.1	-5
CCc1ccccc1N(CC(=O)NC1CC2CCC1C2)S(C)(=O)=O (configuration not stated)	0	5.6*	0.1	8
O=C(Nn1c(=O)[nH]c2ccccc2c1=O)c1ccco1	2	-0.3	0.1	-5
CC1CCN(C(=O)c2c[nH]c3ccc(S(=O)(=O)N4CCc5ccccc54)cc3c2=O)CC1	17	0.6	0.3	7
CC(=O)c1ccc(Oc2nc(-c3ccccc3Cl)c3cc(Br)ccc3n2)cc1	2	0.2	-0.2	-1
Cc1ncc(CN2CCC(Oc3cccc(C(=O)NCc4ccccn4)c3)CC2)s1	5	-0.5	0.0	-1
COc1ccc(C2Nc3ccccc3C(=O)N2c2cccc3ccccc23)cc1CN1C(=O)c2ccccc2C1=O (configuration not stated)	-13	0.8	0.4	2
CCN1CCN(c2nc(-c3ccccc3O)nc3ccccc23)CC1	1	1.3	0.0	12
CC1CCCN(C(=O)CSc2nc3ccccc3n2CC(=O)NC(C)C)C1 (configuration not stated)	7	0.1	0.1	-6
O=S(=O)(Cc1ccccc1)NCc1nc(-c2ccncc2)n[nH]1	1	-0.6	0.1	23
CCC(=O)Nc1c2c(nn1-c1ccc(C)cc1C)CS(=O)(=O)C2	-8	0.6	-0.2	-11
COc1cc(NC(=O)c2cccc(-n3cc(NC(=O)Nc4ccccc4Cl)cn3)c2)cc(OC)c1	-10	0.1	-0.1	2
O=C(Nc1nnc(-c2ccc3c(c2)OCCO3)o1)c1ccc2c(c1)OCCO2	-4	-1.8	0.4	25
CCOC(=O)c1c(C)[nH]c(C2=NNC(=NC)SC2)c1C	-30	-0.6	0.1	1
Cc1ccc(CN2CCc3nnc(CNC(=O)C4CCC(=O)N4)n3CC2)cc1 (configuration not stated)	7	-0.6	0.0	8
CCOC(=O)CSc1nc2sc(C(=O)OCC)c(C)c2c(=O)n1Cc1ccc(Cl)cc1	2	3.4	0.0	-9
COC(=O)c1ccc(-c2ccco2)n1CC(=O)NC(C)c1ccccc1 (configuration not stated)	-9	0.2	0.0	2
COc1cccc(-n2nc(C(=O)Nc3cc(C)c(Cl)cc3OC)c3ccccc3c2=O)c1	-2	-1.2	0.0	6
O=C(Nc1nnc(SCC(=O)N2CCCC2)s1)c1ccc([N+](=O)[O-])cc1	7	-1.3	0.0	19
O=C(NCCCN1CCOCC1)c1cc2nc(-c3ccc(Cl)cc3)cc(C(F)(F)F)n2n1	-2	-1.9	-0.1	-6
Following part
SMILES	TEAD-YAP block	GPR151 activ	FBW7 activator	MITF primary
O=C(Nc1ccccc1OC(F)F)C(Cl)(Cl)Cl	-4	0.0	0.4	5
Cc1c(Cc2ccc(Cl)cc2)c(=O)n2c([nH]c3ccccc32)c1C#N	-9	-1.3	0.0	3
COc1ccccc1/C=C1\N=C(c2ccc(OC)c(OC)c2)N(c2ccc(Br)c(C)c2)C1=O	6	-0.7	0.8	3
CC(C)CCNC(=O)C1CCN(C(=O)c2cc3sccc3n2C)CC1	-1	-0.6	0.0	-3
NC(=O)CSc1nnnn1-c1ccc(I)cc1	5	1.1	0.0	7
CCOc1ccccc1C(=O)Nc1ccc(F)c([N+](=O)[O-])c1	7	0.1	0.2	14
O=S(=O)(CCOc1ccccc1)c1nc2ccccc2[nH]1	-13	2.1	-0.1	-18
O=C(Nc1ccccn1)c1c(O)c2c([nH]c1=O)CCCC2	-81	-1.5	0.0	2
C=CCn1c(N2CCC(C(=O)Nc3ccc(N4CCOCC4)cc3)CC2)nc2ccccc21	8	0.5	0.0	-3
COC(=O)c1sc2ncn(Cc3ccccc3C)c(=O)c2c1C	2	0.3	0.1	-8
CC(C)(C)N1CC(OC(=O)c2ccc(Cl)cc2)C1	8	-2.2	0.8	15
O=C(CCc1ccccc1)Nc1nnc(C2CCCCC2)o1	8	0.0	0.0	-7
C=CCOC(=O)C1=C(C)NC(C)=C(C(=O)OCC=C)C1c1cccc([N+](=O)[O-])c1	5	0.3	0.2	-7
CC(=O)c1ccc(NC(=O)c2c(C(=O)O)cccc2[N+](=O)[O-])cc1	-8	0.2	0.1	1
COc1cc(C(=O)N[C@H](C(=O)Nc2ccc(NC(C)=O)cc2)C(C)C)cc(OC)c1OC	-8	3.2	0.0	-5
CCC(C)(C)NC(=O)C(c1cccc(OC)c1)N(Cc1cccs1)C(=O)c1ccn[nH]1 (configuration not stated)	1	-0.4	0.4	19
CCOC(=O)CC(=O)CSc1ncnc2c1nnn2Cc1ccc(F)cc1	8	0.4	0.2	13
COc1ccc(N2C(=O)c3ccc4c5c(ccc(c35)C2=O)C(=O)N(c2ccc(OC)cc2)C4=O)cc1	-7	1.9	-0.1	15
